Hep lipid drop – modulators of hepatic lipid droplet formation; AML12 mouse hepatocytes, oleate lipid droplets, BODIPY imaging; inhibition, % at 6.5 µM; actives 0.4% (n = 240,000); AID 1656;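 active = lipid droplet intensity inhibited by at least 50%, with more than 500 cells counted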
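System: AML12 hepatocytes (mouse). Probe or stimulus: oleic acid at 100 µM to induce lipid droplet formation. Times: overnight treatment with compound plus oleate. Detection: Image-based BODIPY and DAPI two-channel analysis. Evaluation: percent inhibition of filter-corrected integrated lipid droplet intensity per well.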
Salmonella PhoP GFP – inhibitors of PhoP regulon expression, primary screen, Salmonella Typhimurium, GFP reporter (AID 1863); S. Typhimurium PhoP-regulated promoter GFP reporter, 4 h; higher % means a stronger effect; actives 0.16% (n = 300,000); inhibition, % at 50 µM, or IC50 in µM where a hit was titrated;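 active = inhibition over 29.93%, a cutoff 3 SD above the screen mean, later confirmed by dose response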;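 note: 0% = low Mg2+ inducing control and 100% = high Mg2+ repressing control; strong numbers were not always called active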
T cell modulator – T cell immune modulators affecting CD8 T cell-vesicle binding. 2C CD8+ T cell-vesicle binding, flow cytometry; hits give low values. calls only at 7 µM. actives 0.068% (n = 330,000);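 active = response, share of CD8 T cells binding vesicles, and their 90th percentile fluorescence all below set limits, cut at about 80% in these data, passing the limit was not always enough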
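System: murine 2C transgenic CD8+ T lymphocytes; also added: QL9-loaded Drosophila micro-vesicles; times: binding 1.5 h at 37 °C; measured by: flow cytometry, PE anti-B7-1 (FL2) versus Alexa647 anti-CD8 (FL8), PFA-fixed; control set: Peptide-free naked vesicles (low) and QL9 vesicles with 0.7% DMSO vehicle (high)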
Hep lipid drop cells 6.5 µM – recorded beside Hep lipid drop, whose call it bears; cell count; measured here: cell count, cytotoxicity flag;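 cells counted across two imaged fields per well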
T cell modulator vesicle-bound % – further read-out of T cell modulator, marked with its call; double positive events, %; measured here: CD8+ vesicle-bound cell fraction;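 binding gate set so that unloaded-vesicle control wells show 10% double positive cells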
* = called active by the depositor; i = inactive. Some of the compounds tested; rates above refer to the full screens.

nr	canonical_smiles	Hep lipid drop	Hep lipid drop cells 6.5 µM	Salmonella PhoP GFP	T cell modulator	T cell modulator vesicle-bound %
1	CC1CCN(S(=O)(=O)c2ccc(NC(=O)c3ccco3)cc2)CC1	9	818	2%	i	15
2	CCOc1cc2[nH]c(=S)n(Cc3ccc(C(=O)O)cc3)c(=O)c2cc1OCC	0	851	-4%	i	18
3	Cc1cc(SCc2ccccc2C)nc(=O)[nH]1	4	671	4%	i	34
4	CC(=O)c1cnc(Oc2cc(Cl)ccc2Cl)nc1C	-43	773	-3%	i	9
5	CC(OC(=O)c1cccs1)C(=O)NC1CC1 (stereo not drawn)	0	735	-1%	i	13
6	CCN(CC(=O)NCc1ccc(Cl)cc1)C(=O)c1oc2ccccc2c1C	-10	795	1%	i	12
7	CC1CN(C(=O)c2cc3cc(Br)ccc3[nH]2)CC(C)O1 (stereo not drawn)	1	741	3%	i	58
8	Fc1ccc(-n2nnc(-c3ccccc3Cl)n2)cc1	9	826	-9%	i	58
9	CC(=O)OCC1OC(OCc2cn(C[C@H]3CC[C@H](Cn4cc(COC5OC(COC(C)=O)C(OC(C)=O)C(OC(C)=O)C5OC(C)=O)nn4)O3)nn2)C(OC(C)=O)C(OC(C)=O)C1OC(C)=O (stereo partly drawn)	8	773	9%	i	40
10	Cc1ccc(NS(=O)(=O)c2csc(C(N)=O)c2)cc1C	-13	800	-3%	i	16

nr	canonical_smiles	Hep lipid drop	Hep lipid drop cells 6.5 µM	Salmonella PhoP GFP	T cell modulator	T cell modulator vesicle-bound %
11	Cc1ccc(OCC(=O)NCCCNC(=O)c2ccncc2)cc1	-1	830	9%	i	43
12	Cc1cccc(NC(=O)CCN2CCCC(C)C2)c1 (stereo not drawn)	10	877	3%	i	54
13	Cc1ccc(OCC(=O)NC(C)c2ccc(Cl)c(Cl)c2)c([N+](=O)[O-])n1 (stereo not drawn)	1	779	7%	i	26
14	CC(NC1c2ccccc2-c2ccccc21)c1ccccc1 (stereo not drawn)	13	829	3%	i	16
15	COc1ccccc1NC(=O)c1ccccc1NC(=O)c1ccccc1C(=O)O	7	829	2%	i	48
16	COc1ccc(CCc2nnc(CCC(=O)NCC3CCCO3)o2)cc1 (stereo not drawn)	-3	695	7%	i	31
17	Cc1ccccc1CNS(=O)(=O)c1c(C(=O)N2CCCCC2)c(C)n(C)c1C	-1	734	-10%	i	14
18	O=C(NCCc1ccc(Cl)cc1)c1ccc2c(c1)OCO2	-6	817	-5%	i	61
19	CC(=O)c1cccc(CN2CCCC(C(=O)Nc3cccc(-n4cccn4)c3)C2)c1 (stereo not drawn)	15	843	-6%	i	19
20	Cc1c(C(=O)N2c3ccccc3CC2C)oc2ccccc12 (stereo not drawn)	6	740	-2%	i	56

nr	canonical_smiles	Hep lipid drop	Hep lipid drop cells 6.5 µM	Salmonella PhoP GFP	T cell modulator	T cell modulator vesicle-bound %
21	COc1ccc(OCC(=O)N2CCN(C(=O)c3ccc(F)cc3)CC2)cc1	8	850	9%	i	66
22	CN1C(=O)C2(OCCCO2)c2cc(Cl)ccc21	-2	811	1%	i	56
23	CC(C)(C)c1nc(NCCO)c2nnn(Cc3ccccc3)c2n1	38	815	3%	i	58
24	Fc1ccccc1CN1CCCC(NC2CCC2)C1 (stereo not drawn)	-2	749	3%	i	60
25	COc1ccc(CN2C(=O)c3cccnc3C2=O)cc1S(=O)(=O)N1CCOc2ccc(Cl)cc21	-49	773	-3%	i	48
26	Cc1ccc(-n2nc3c(c2NC(=O)c2ccco2)CS(=O)(=O)C3)cc1C	5	709	1%	i	12
27	O=C1CCN(Cc2ccccc2)CCN1[C@H](CO)Cc1ccccc1	-3	814	-10%	i	21
28	COc1ccc(S(=O)(=O)N(C)c2nc3ccccc3n3c(CC(C)C)nnc23)cc1	0	745	-7%	i	12
29	CN1CCC(N(C)C(=O)c2ccccc2F)CC1	-13	746	-3%	i	5
30	CC(C)(C)c1ccc(C(=O)N2CCN(Cc3ccccc3)CC2)cc1	-1	845	8%	i	54

nr	canonical_smiles	Hep lipid drop	Hep lipid drop cells 6.5 µM	Salmonella PhoP GFP	T cell modulator	T cell modulator vesicle-bound %
31	O=C(O)c1ccc(N=Nc2c(O)[nH]c3ccc(Br)cc23)cc1	-21	795	-4%	i	47
32	Cc1ccc2c(c1)c(C1=c3ccccc3=NC1=O)c(O)n2C	-7	795	-6%	i	52
33	CCCn1c(CN2CCN(C(=O)OCC)CC2)nc2cc(NC(=O)C(C)C)ccc21	0	780	7%	i	63
34	COCCCNC(=O)c1cc(-c2cccnc2)nc2ccc(S(=O)(=O)N3CCCCCC3)cc12	-4	716	4%	i	19
35	COc1ccc(CCN(C)Cc2c(O)ccc3cc(Br)ccc23)cc1OC	27	836	-4%	i	60
36	COc1ccc(C=O)cc1CN1CCCN(Cc2ccc(Cl)cc2)S1(=O)=O	-5	789	-1%	i	40
37	CCOC(=O)c1c(S(=O)(=O)NCCc2cccs2)c(C)n(C)c1C	-7	713	1%	i	17
38	COc1ccc(C(=O)N(Cc2sccc2C)C2CCS(=O)(=O)C2)cc1 (stereo not drawn)	22	700	-4%	i	17
39	COc1ccc(-n2cnc3cc(C(=O)NCC4CCCO4)ccc32)cc1 (stereo not drawn)	-2	773	8%	i	2
40	O=C(c1ccc(Cl)cc1)C1CCN(C(=O)c2ccccc2)CC1	-8	819	-1%	i	64

Molecules from the list above that have a Cl atom (nine):
nr	canonical_smiles	Hep lipid drop	Hep lipid drop cells 6.5 µM	Salmonella PhoP GFP	T cell modulator	T cell modulator vesicle-bound %
4	CC(=O)c1cnc(Oc2cc(Cl)ccc2Cl)nc1C	-43	773	-3%	i	9
6	CCN(CC(=O)NCc1ccc(Cl)cc1)C(=O)c1oc2ccccc2c1C	-10	795	1%	i	12
8	Fc1ccc(-n2nnc(-c3ccccc3Cl)n2)cc1	9	826	-9%	i	58
13	Cc1ccc(OCC(=O)NC(C)c2ccc(Cl)c(Cl)c2)c([N+](=O)[O-])n1 (stereo not drawn)	1	779	7%	i	26
18	O=C(NCCc1ccc(Cl)cc1)c1ccc2c(c1)OCO2	-6	817	-5%	i	61
22	CN1C(=O)C2(OCCCO2)c2cc(Cl)ccc21	-2	811	1%	i	56
25	COc1ccc(CN2C(=O)c3cccnc3C2=O)cc1S(=O)(=O)N1CCOc2ccc(Cl)cc21	-49	773	-3%	i	48
36	COc1ccc(C=O)cc1CN1CCCN(Cc2ccc(Cl)cc2)S1(=O)=O	-5	789	-1%	i	40
40	O=C(c1ccc(Cl)cc1)C1CCN(C(=O)c2ccccc2)CC1	-8	819	-1%	i	64

New compounds follow.
nr	canonical_smiles	Hep lipid drop	Hep lipid drop cells 6.5 µM	Salmonella PhoP GFP	T cell modulator	T cell modulator vesicle-bound %
41	Cc1ccc(NC(=O)C2CC3CCC2C3)c(Br)c1 (stereo not drawn)	-3	759	-2%	i	52
42	COCCNC(=S)N1CCN(c2nc(-c3cccc(OC)c3)cs2)CC1	-2	783	-1%	i	65
43	O=C(CN1CCCC1)Nc1ccc(F)c(Cl)c1	-7	775	-1%	i	56
44	O=C(O)c1ccc(/C=N/NC(=O)c2ccc3c(c2)OCCO3)cc1	-1	683	6%	i	34
45	CN(C)CC1CCCCC1OC(=O)c1ccc(S(=O)(=O)N(C)c2ccccc2)cc1 (stereo not drawn)	3	814	1%	i	13
46	O=C(Nc1ccc(-c2nc3ncccc3o2)cc1)c1ccc([N+](=O)[O-])o1	-6	754	-1%	i	44
47	CCOC(=O)/C(C#N)=C/c1c(N2CCN(c3ccc(OC)cc3)CC2)nc2c(C)cccn2c1=O	-7	840	-3%	i	14
48	CSc1nc2c(c(=O)[nH]c(=O)n2C)n1CCCc1ccccc1	-39	826	-6%	i	46
49	O=C(Nc1ccc(NC(=O)c2cccs2)cc1)c1ccc2ccccc2c1	10	810	6%	i	42
50	O=S(=O)(c1cccs1)N1CCN(c2ccccc2Cl)CC1	-5	691	3%	i	24

nr	canonical_smiles	Hep lipid drop	Hep lipid drop cells 6.5 µM	Salmonella PhoP GFP	T cell modulator	T cell modulator vesicle-bound %
51	Cc1ccc(S(=O)(=O)CC(=O)Nc2cccc(C)n2)cc1	7	798	7%	i	19
52	COc1ccc(C(=O)Nc2ccccc2C(=O)NCc2cccnc2)cc1OC	5	869	5%	i	25
53	CC(=O)N1CCN(c2ncnc3ccccc23)CC1	0	776	1%	i	59
54	Cc1cccc(OCCCN2CCOCC2)c1C	-4	789	4%	i	24
55	CC1=C(C(=O)Nc2ccc(C(=O)NCCCN3CCCCC3)cc2)SCCO1	3	723	-4%	i	9
56	O=C(CCCn1ncn2c(cc3occc32)c1=O)NCc1cccc(Cl)c1	-10	711	-4%	i	57
57	NS(=O)(=O)c1ccc(N/N=C/C=C/c2ccccc2[N+](=O)[O-])cc1	6	762	3%	i	45
58	CCN(CC)CCOc1ccccc1OC	-10	807	8%	i	31
59	CCN(CC)C(=O)c1cc2c(=O)n3cccc(C)c3nc2s1	-1	779	-1%	i	30
60	CCC(NC(=O)C1C2C=CC(C2)C1C(=O)O)c1ccc(C)cc1 (stereo not drawn)	13	822	11%	i	45

Random excerpt: 3 records from the list.
nr	canonical_smiles	Hep lipid drop	Hep lipid drop cells 6.5 µM	Salmonella PhoP GFP	T cell modulator	T cell modulator vesicle-bound %
60	CCC(NC(=O)C1C2C=CC(C2)C1C(=O)O)c1ccc(C)cc1 (stereo not drawn)	13	822	11%	i	45
56	O=C(CCCn1ncn2c(cc3occc32)c1=O)NCc1cccc(Cl)c1	-10	711	-4%	i	57
59	CCN(CC)C(=O)c1cc2c(=O)n3cccc(C)c3nc2s1	-1	779	-1%	i	30

New compounds follow
nr	canonical_smiles	Hep lipid drop	Hep lipid drop cells 6.5 µM	Salmonella PhoP GFP	T cell modulator	T cell modulator vesicle-bound %
61	COc1cc(/C=N/NC(=O)c2ccccn2)ccc1OC(=O)c1ccccc1Br	0	811	-4%	i	13
62	CCOC(=O)c1c(C)[nH]c(C)c1S(=O)(=O)N(C)CC(=O)NCc1cccc(C)c1	-8	667	6%	i	7
63	Cc1nn(C)c(C(=O)NC(=S)Nc2ccccc2O)c1Cl	-9	662	7%	i	20
64	Cc1ccc(CNS(=O)(=O)c2c(C)[nH]c(=O)[nH]c2=O)cc1	-1	784	2%	i	37
65	CCOC(=O)C1(Cc2cccc(Cl)c2)CCCN(C(=O)c2cn[nH]c2)C1 (stereo not drawn)	-1	843	-5%	i	34
66	CCOC(=O)C1CCN(c2cc3c(cc2NC(=O)c2ccccc2Cl)n(C)c(=O)n3C)CC1	-20	682	-4%	i	14
67	COCCNc1nc2ccccc2n2cnnc12	-12	728	0%	i	39
68	COc1ccc(-n2ncc3c2CC(C)(C)CC3NC(=O)c2ccc(OC)o2)cc1 (stereo not drawn)	-4	773	-8%	i	21
69	COc1ccccc1N1CCN(C(=O)C(C)CS(=O)(=O)c2ccc3c(c2)NC(=O)CS3)CC1 (stereo not drawn)	-36	695	-8%	i	13
70	CCc1ccc(CN(C)C(=O)c2cc(COc3cccc(C(F)(F)F)c3)on2)nc1	-16	818	-4%	i	15

nr	canonical_smiles	Hep lipid drop	Hep lipid drop cells 6.5 µM	Salmonella PhoP GFP	T cell modulator	T cell modulator vesicle-bound %
71	O=C(O)C1CCCN1S(=O)(=O)c1ccc(Br)cc1 (stereo not drawn)	2	545	-8%	i	48
72	CCN(Cc1nc(-c2cccc(C)c2)no1)C(=O)c1ccco1	-8	802	5%	i	34
73	CCC1(c2ccccc2)NC(=O)N(CC(=O)NCc2ccc(F)cc2)C1=O (stereo not drawn)	-22	730	-2%	i	48
74	CCOc1ccc(S(=O)(=O)N2CCC(C(=O)NCc3cccnc3)CC2)cc1	4	802	0%	i	66
75	COc1cccc(CN2CC(C(=O)NCCSc3nnnn3C)CCC2=O)c1 (stereo not drawn)	-7	812	-2%	i	32
